# Bioassay records as filed in PubChem BioAssay.
# Sm TGR block: S. mansoni TGR enzyme inhibition | Q962Y6 | purified TGR, DTNB reduction, TNB absorbance 405 nm | Potency, µM (titrated, usually from 114 µM), inactives show top-dose activity change, negative = inhibition, usual class: inhibitors | 3% of 360,000 active | AID 485364; further: potency means the concentration at half of the fitted maximal effect; nearly all actives have a fitted effect of over 60% in size
#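 Kinetic colorimetric format: TGR-catalysed, NADPH-driven DTNB reduction monitored via TNB absorbance. Enzyme dispensed at 20 nM; compound exposure 15 min at room temperature before reaction start.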
# HCMV antiviral: inhibitors of human cytomegalovirus; AID 1259415; 4.5% of 410,000 active; HFF cells, HCMV-luciferase reporter, 72 h; stronger effect = lower value; activity change, negative = inhibition, % at 57.5 µM; in the data active means activity change below about -60%; inconclusive means no clear call, values can overlap the other calls; inactive means above about -39%
#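 After 16 h attachment at 37C, HFF cells received test compound and HCMV-luciferase (1 PFU/cell); reporter luminescence read 72 h later, data normalized against buffer-only and known inhibitor Salinomycin.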
# AmpC no deterg: blocks E. coli AmpC beta-lactamase in detergent-free assay. AmpC nitrocefin hydrolysis, absorbance 480 nm, 0.0001% Triton. 0.52% of 330,000 active. AID 485341. Potency, µM (highest dose often 57.1 µM), for the others: at the top dose activity change, negative = inhibition, hits mostly inhibitors. P00811;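 further: potency means the concentration at half of the fitted maximal effect; plate controls were no compound for no effect and no enzyme for full effect; nearly all actives have a fitted effect of over 20% in size; some results filed as inactive show a strong effect at the top dose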
# Target sequence (P00811 whole entry, looked up): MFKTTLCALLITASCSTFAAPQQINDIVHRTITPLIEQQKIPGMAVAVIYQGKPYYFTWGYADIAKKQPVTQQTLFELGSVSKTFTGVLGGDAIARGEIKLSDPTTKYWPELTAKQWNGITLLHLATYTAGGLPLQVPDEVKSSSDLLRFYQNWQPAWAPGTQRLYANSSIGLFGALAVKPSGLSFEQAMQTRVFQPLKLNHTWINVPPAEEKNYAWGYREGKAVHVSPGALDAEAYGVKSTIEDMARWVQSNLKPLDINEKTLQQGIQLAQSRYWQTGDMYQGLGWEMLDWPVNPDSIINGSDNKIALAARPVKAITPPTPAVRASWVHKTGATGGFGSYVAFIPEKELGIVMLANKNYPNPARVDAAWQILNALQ
#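 AmpC (5.3 nM in the dispensed reagent) in 20 mM phosphate pH 7.0 with 0.01% (detergent screen) or 0.0001% Triton X-100 was preincubated with compounds for 15 min at room temperature. Nitrocefin was then added from an 800 uM solution, and hydrolysis was followed at 480 nm.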
# AMA1 RON2 block: inhibitors of Plasmodium falciparum AMA1-RON2 interaction; AlphaScreen AMA1-biotinylated RON2 peptide binding; Potency, µM (top dose mostly 58.2 µM), for inactives: at the highest dose activity change, negative = inhibition, actives largely listed as inhibitors; 0.2% of 360,000 active;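 further: potency means the concentration at half of the fitted maximal effect; 0% = vehicle wells and -100% = peptide control; nearly all actives have a fitted effect of over 45% in size; some results filed as inactive show a strong effect at the top dose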
#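 AMA1 (3D7) with his tag at 25 nM final met compounds first, then biotinylated RON2 peptide at 25 nM; detection used donor plus acceptor beads, 10 µg/mL apiece, read by AlphaScreen after 30 min at room temperature.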
# AmpC inh detg: AmpC beta-lactamase inhibition with detergent present; AmpC hydrolysis of nitrocefin, absorbance 480 nm, 0.01% Triton; P00811; Potency, µM (titrated, usually from 114 µM), for inactives: top-dose activity change, negative = inhibition, actives largely listed as inhibitors; 0.041% of 370,000 active;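 further: potency means the concentration at half of the fitted maximal effect; 0% = no-compound wells and -100% = no-enzyme wells; nearly all actives have a fitted effect of over 25% in size; some results filed as inactive show a strong effect at the top dose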
#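 20 mM phosphate pH 7.0 + 0.01% (detergent screen) or 0.0001% Triton X-100; 5.3 nM AmpC reagent; cpd preinc 15 min RT; nitrocefin (800 uM stock) to start; A480 q20 s × 4 min; Activity was normalised to no-enzyme and no-compound control wells.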
# Giardia FBPA inh: Giardia lamblia aldolase inhibition; 0.71% of 290,000 active; Potency, µM (titrated, usually from 59.6 µM), inactives show at the highest dose activity, negative = inhibition, most hits filed as inhibitors; A8B2U2; purified Giardia FBPA; further: potency means the concentration at half of the fitted maximal effect; nearly all actives have a fitted effect of over 55% in size
# Target sequence (A8B2U2 whole entry, looked up): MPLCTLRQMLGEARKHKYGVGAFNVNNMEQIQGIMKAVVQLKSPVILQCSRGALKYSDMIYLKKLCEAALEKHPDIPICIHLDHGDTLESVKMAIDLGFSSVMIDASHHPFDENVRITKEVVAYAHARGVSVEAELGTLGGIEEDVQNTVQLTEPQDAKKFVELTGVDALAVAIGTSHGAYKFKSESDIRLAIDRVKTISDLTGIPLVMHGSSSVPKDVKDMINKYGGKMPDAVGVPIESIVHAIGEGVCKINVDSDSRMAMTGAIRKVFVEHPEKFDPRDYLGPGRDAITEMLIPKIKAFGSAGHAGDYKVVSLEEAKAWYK
#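 40 nM FBPA preincubated 10 min at RT with compound (up to 57.5 uM final), then substrate plus GAPDH/TPI/NAD/arsenate coupling and diaphorase/resazurin added. Fluorescence read after 20 min at RT, 525/598 nm.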
# An asterisk follows results filed as active; u = inconclusive; x = not tested or not shown; & = joins results of further samples; [ ] = another dose, or the depositor's remark. Unless noted, the call rests on the fitted dose curve; in most records, active means well fitted curve in the direction sought with a large enough effect; inconclusive means small, poorly fitted or top-dose-only effect, or another doubt; inactive means no such curve, though single readings can be large; an effect the other way counts as inactive or inconclusive. Unless noted, on the % scale 0 is the no-effect control and ±100 the full control effect.
# Start of the data: the first 3 compounds, ahead of the listing:
SMILES,Sm TGR block,HCMV antiviral,AmpC no deterg,AMA1 RON2 block,AmpC inh detg,Giardia FBPA inh
COC(=O)c1ccc(OCc2nc(N)nc(N3CCOCC3)n2)cc1,-22.2%,47.3,-12.5%,-2.3%,u,5.3%
CCOc1ccc2nc(NCCCNS(=O)(=O)c3ccccc3)c(C#N)cc2c1,-26.9%,-8.3,8.4%,30.9%[activator],5.3%,-19.1%
COc1ccc(NC(=S)NC(=O)/C=C/c2ccccc2)cc1,-22.0%,0.0,-38.8%,13.5%,u,-1.5%

# The whole of this part, from the start:
SMILES,Sm TGR block,HCMV antiviral,AmpC no deterg,AMA1 RON2 block,AmpC inh detg,Giardia FBPA inh
COC(=O)c1ccc(OCc2nc(N)nc(N3CCOCC3)n2)cc1,-22.2%,47.3,-12.5%,-2.3%,u,5.3%
CCOc1ccc2nc(NCCCNS(=O)(=O)c3ccccc3)c(C#N)cc2c1,-26.9%,-8.3,8.4%,30.9%[activator],5.3%,-19.1%
COc1ccc(NC(=S)NC(=O)/C=C/c2ccccc2)cc1,-22.0%,0.0,-38.8%,13.5%,u,-1.5%
CC(=O)NC(=S)Nc1sc2c(c1C#N)CCCCC2,-4.4%,7.9,-18.2%,8.7%,2.7%,-27.2%
CC(C)c1ccc(Nc2nc(CC(=O)O)cs2)cc1,3.7%,77.8,-36.6%,12.3%,8.8%,-4.2%
CC(=O)N(C)c1ccc(NC(=S)NCC(C)C)cc1,-16.7%,-11.9,-20.0%[2.29 µM],1.7%,-7.0%,-5.1%
COCCCN(CC(=O)Nc1ccc(N2CCOCC2)cc1)S(=O)(=O)c1ccc(C)cc1,-2.6%,-24.1,-11.6%,-6.0%,-3.6%,-1.1%
O=C(CNc1ccc2ccccc2c1)N/N=C/c1ccc(OC(=O)/C=C/c2ccco2)cc1,-9.2%,-18.2,-33.2%,21.1%,u,-8.8%
Nn1c(SCC(=O)NCc2ccccc2)nncc1=O,-4.9%,-19.7,-17.2%,4.3%,-9.5%,-6.2%
COc1ccc2oc(=O)cc(CN3CCOCC3)c2c1,-12.2%,50.8,-28.1%,3.6%,u,3.8%
Cc1ccc(-n2nc(C)c3c2OC(N)=C(C#N)C3c2cccs2)cc1 (stereo unspecified),-17.8%,85.1,-43.7%,1.6%,-10.1%,3.0%
Cc1c(C#N)c(O)n(C)c(=O)c1N=Nc1ccc(S(N)(=O)=O)cc1,-2.2%,u,-14.7%,3.5%,-4.9%,-29.9%
CC(/C=N/NC(=O)c1nnn(-c2nonc2N)c1C)=C\c1ccccc1,-8.1%,1.0,-10.1%,1.4%,-8.9%,15.1%
CCc1cc(=O)oc2c(CN3CCN(C)CC3)c(O)ccc12,6.1%,20.2,-11.2%,1.8%,1.4%,-5.0%
COc1ccc(OC)c(-c2cc(C(=O)N3CCN(c4ccccc4)CC3)no2)c1,6.2%,-9.2,28.4%,-20.9%,-9.3%,-2.2%
Cc1cc(Cl)ccc1OC(C)C(=O)NCCCn1ccnc1 (stereo unspecified),-3.3%,-35.2,-7.4%,-8.4%,2.5%,2.5%
CCCc1nc2c(nnn2Cc2ccccc2F)c(=O)[nH]1,4.4%,-19.3,14.0%,2.4%,-6.1%,2.1%
O=C(Nc1ccccc1N1CCCCC1)c1cccc(F)c1,4.1%,-26.0,-27.5%,6.2%,-10.6%,-0.4%
Cc1ccc(/C=N/NC(=O)c2ccncc2)cc1,-5.2%,23.2,7.0%,-0.5%,u,-2.3%
CC(=O)N(C)c1ccc(NC(=O)N2CCOCC2)cc1,-17.6%,66.2,-1.1%,17.4%,2.1%,7.8%
CCOc1ccc(CNc2nnnn2C)cc1,-2.2%,10.5,-8.2%,-0.5%,u,6.0%
COc1ccc(C(=O)CSc2nnc(-c3ccccc3)o2)cc1,-8.9%,-11.2,-2.7%,-1.0%,-11.3%,-1.1%
O=C(NC(CO)(CO)CO)[C@@H]1CCCN1S(=O)(=O)c1cccc2cccnc12,-4.1%,15.1,-12.2%,0.0%,-4.6%,x
CCCc1cc(=O)oc2cc(C)cc(OCC(=O)Nc3ccccn3)c12,-1.4%,-23.7,-17.2%,-1.1%,2.6%,5.1%

# Reprinted at random: four entries already listed, in no set order.
SMILES,Sm TGR block,HCMV antiviral,AmpC no deterg,AMA1 RON2 block,AmpC inh detg,Giardia FBPA inh
Cc1ccc(/C=N/NC(=O)c2ccncc2)cc1,-5.2%,23.2,7.0%,-0.5%,u,-2.3%
COc1ccc2oc(=O)cc(CN3CCOCC3)c2c1,-12.2%,50.8,-28.1%,3.6%,u,3.8%
Nn1c(SCC(=O)NCc2ccccc2)nncc1=O,-4.9%,-19.7,-17.2%,4.3%,-9.5%,-6.2%
Cc1c(C#N)c(O)n(C)c(=O)c1N=Nc1ccc(S(N)(=O)=O)cc1,-2.2%,u,-14.7%,3.5%,-4.9%,-29.9%

# (listing goes on)
SMILES,Sm TGR block,HCMV antiviral,AmpC no deterg,AMA1 RON2 block,AmpC inh detg,Giardia FBPA inh
O=C(COC(=O)C1CC(O)CN1S(=O)(=O)c1ccc(Cl)cc1)c1cccc(Cl)c1 (stereo unspecified),-4.3%,31.5,-0.9%,9.9%,u,-4.6%
COc1ccc(-c2nc3ccccc3o2)cc1NC(=O)c1ccc(-c2ccc(C)c(Cl)c2)o1,-32.9%,20.2,x,x,7.3%,x
Cc1nnc(NC(=O)CSc2nnc(C(C)NC(=O)c3ccccc3F)n2C)s1 (stereo unspecified),-5.6%,13.6,-7.5%,-2.6%,-5.4%,u
CCOCCCNc1ccc(N2C(=O)C3CCCCC3C2=O)cc1[N+](=O)[O-] (stereo unspecified),-2.2%,-12.6,-10.9%,-13.7%,-6.1%,3.3%
COc1ccc(-n2nc3c(c2NC(=O)C(=O)NCc2ccccc2)CSC3)cc1,5.8%,-2.2,x,x,2.4%,x
COc1ccc(Cl)cc1NC(=O)C1CC(c2ccccc2O)=NO1 (stereo unspecified),-25.0%,21.7,-19.1%,-22.4%,u,1.8%
O=c1c(Br)c(NCc2ccccc2)cnn1-c1ccc(F)cc1,-0.4%,43.3,-7.0%[2.29 µM],64.3%[activator],-8.1%,4.5%
Cc1cc(NC(=O)CSc2nc3ccccc3c(=O)n2Cc2ccc(F)cc2)no1,-7.7%,15.5,-17.9%,-3.4%,-12.9%,2.1%
N#Cc1ccc(-c2csc(NC3=NCCCCC3)n2)cc1,-2.8%,-16.3,-2.7%,35.4%[activator],-0.6%,-0.5%
Nc1ncnc2c1ncn2C1CCCO1 (stereo unspecified),-4.2%,-73.5*,-13.1%,-6.4%,-3.4%,1.8%&1.3%
CC(C)(C)OC(=O)C[C@H]1C/C=C\C[C@@H](CC(=O)N(CCO)Cc2ccccc2)C(=O)NC[C@@H](c2ccccc2)OC1=O,x,-17.5,224.1%[activator],-2.0%,x,x
COc1ccc(CNC(=O)CCCSc2ccccc2)cc1,1.7%,56.0,-29.2%,-3.9%,-13.8%,0.7%
Cc1cc(F)ccc1S(=O)(=O)Nc1ncnc2sccc12,7.2%,9.9,-14.1%,11.8%,0.9%,2.2%
Cc1cccc(C)c1OCC(=O)OCC(=O)c1ccc2c(c1)NC(=O)CO2,2.3%,9.1,-6.4%,13.8%,2.7%,-1.3%
Cc1occc1-c1nnc(SC(C)C(=O)Nc2ccccc2F)o1 (stereo unspecified),2.6%,47.7,-12.6%,1.1%,-14.8%,x
Cc1ccc(C)c(NC(=O)c2oc(=O)c3ccccc3c2-c2ccccc2)c1,-2.1%&-8.1%,12.5&61.6,-34.9%,-13.0%,6.6%&-4.3%,-0.9%
N/C(Cc1ccc([N+](=O)[O-])cc1)=N\OC(=O)c1ccco1,-2.3%,42.4,-13.3%,-0.8%,1.2%,3.0%
CCNC(=S)Nc1cccc(S(=O)(=O)NC2=NCCC2)c1,-28.0%,-35.1,-26.3%,-6.9%,-3.3%,0.8%
COc1ccc(/C=N/NC(=O)c2cccc(Br)c2)cc1CN1CCOCC1,2.2%,27.7,50.8%,22.4%,2.9%,5.2%
CC(=O)Nc1ccc(S(=O)(=O)Nc2ccc(C(=O)NCC(=O)O)cc2)cc1,u,6.5,-17.0%,8.3%,-2.0%,1.8%
CCNCCNC(=O)c1c(O)c2ccccc2n(CC)c1=O,2.2%,-22.0,-10.3%,0.0%,0.8%,5.6%
CC(c1ccccc1)C1CC(=O)N(Cc2ccccc2)C1=O (stereo unspecified),6.0%,8.6,-2.8%,-7.0%,2.8%,0.3%
CC(=O)c1cccc(NC(=O)CSc2nc(C3CC3)nc3ccccc23)c1,5.6%,-38.5,15.3%,-7.4%,-8.8%,4.2%
Cc1ccc(NC(=O)CSc2nnc(C(F)(F)F)n2C)cc1[N+](=O)[O-],5.1%,-21.9,-17.7%,-0.3%,-8.3%,-1.4%
COCCN1C(=O)N[C@@H](c2cccs2)C(C(C)=O)=C1C,x,15.5,x,-16.4%,x,3.1%[12.9 µM]
CC(c1ccco1)N(C(=O)C12CC3CC(CC(C)(C3)C1)C2)c1ccccn1 (stereo unspecified),1.7%,28.8,8.8%,-6.7%,-6.2%,-2.1%
CCOc1ncccc1C(=O)N1CCCSC1=Nc1ccc(C(C)=O)cc1,-0.5%,43.7,63.6%[activator],5.1%,-3.4%,-5.3%
COC(=O)c1cccc(C(=O)N2CCC(CO)(CCc3ccccc3)CC2)c1,-10.1%,20.2,112.1%[activator],0.9%,u,13.5%
COc1ccc(CC2(CO)CCN(S(=O)(=O)c3cccc4cccnc34)CC2)cc1,-29.6%,-14.8,21.2%,-5.3%,u,3.2%
O=C(Nc1ccccc1-c1ccccc1)c1cnccn1,6.3%,6.9,7.5%,18.8%,u,7.6%
O=C(/C=C/c1ccc(F)cc1)Nc1ccc(S(=O)(=O)Nc2ncccn2)cc1,-30.7%,u,-25.3%,-5.7%,5.3%,2.7%
Cc1ccc(C(=O)O)cc1Nc1ncnc2sc3c(c12)CCC3,2.8%,10.2,-14.6%,-7.2%,u,29.2%
COCCCNC(=O)c1ccc(CNS(=O)(=O)c2ccc(NC(C)=O)cc2)cc1,-27.7%,-15.4,-9.5%,-1.4%,9.4%,23.5%
CCOC(=O)c1sc(NC(=O)C2CSC3(C)CCC(=O)N23)nc1C (stereo unspecified),-2.2%,43.5,3.0%,-6.7%,-4.2%,x
CN(C)C(=O)CSc1cnc2ccccc2n1,2.2%,34.0,-1.9%,u,-3.8%,0.0%
O=C(CN1C(=O)NC2(CCCC2)C1=O)Nc1ccc(S(=O)(=O)N2CCOCC2)cc1,2.3%,u,-7.5%[11.4 µM],-3.9%,-3.3%,2.0%
CC(C)N1CCc2[nH]c(=S)[nH]c(=O)c2C1,-8.6%,34.0,-3.0%,2.2%,u,u
CC(O)C(=O)N/N=C/c1ccccc1C(=O)O (stereo unspecified),1.1%,-32.1,-8.4%,-11.6%,-0.5%,-3.6%
Cc1ccc(O)c(CNc2nc3ccccc3[nH]2)c1,2.0%,61.8,u,-3.9%,-10.8%,2.1%
CN(C(=O)CCN1C(=O)c2ccccc2C1=O)c1ccccc1,0.3%,-13.3,-11.7%,-5.1%,-3.8%,-3.4%
